PRMT1 FP inh: blocks human protein arginine methyltransferase 1; Q99873; recombinant PRMT1, activity-based probe fluorescence polarization; inhibition, % at 2.79 µM; 370,000 tested, 1.3% active; AID 652257;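 active = inhibition above about 21% made by adding two undisclosed values, limit read from the data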
mABHD4 FP: inhibitors of mouse ABHD4. purified mABHD4, FP-Rh probe fluorescence polarization. Q8VD66. 370,000 tested, 0.54% active. inhibition, % at 8.92 µM;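 active = inhibition exceeding the mean over every tested compound plus 3 SD, cut at about 30% in these data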;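 note: 0% = plate median of compound wells and 100% = S159A mutant with DMSO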
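assay system = mABHD4 protein | compound dosing = single nominal dose of 8.92 µM, 0.89% DMSO final | read-out basis = percent inhibition of probe binding, normalized to plate controls | schedule = Enzyme–compound pre-incubation 45 min, then probe 60 min, both 25 °C | detection = fluorescence polarization, excitation 525 nm, emission 598 nm, BODIPY TMR filters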
TDP2 absorb: blocks human TDP2 phosphodiesterase activity; O95551; recombinant TDP2, T5PNP hydrolysis, p-nitrophenol absorbance 415 nm; inhibition, % at 12.8 µM; 370,000 tested, 0.34% active; AID 720702;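 active = inhibition above the mean of all tested compounds plus 3 SD, set per campaign, cut at about 25% in these data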;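 note: 0% = DMSO with enzyme and 100% = buffer with substrate but no TDP2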
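Material: recombinant human TDP2; quantity: TDP2 enzyme at 120 nM final; medium: Tris-HCl pH 7.5 with MgCl2; compound: single concentration, 12.8 µM nominal, with 1% DMSO; incubation: 2 h enzyme incubation at 37 °C; signal: epi absorbance; measure: percent inhibition; benchmarks: high control without enzyme, low control DMSO plus TDP2; repeats: singlicate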
TCR CD3 inh: inhibitors of human TCR-CD3 interaction | TAMRA-labeled TCR probe fluorescence, biochemical | 360,000 tested, 0.37% active | inhibition, % at 9.4 µM; in the data active = inhibition above about 19%;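 note: recombinant mutant TCR 2C K166C tagged with TAMRA read by polarization; 0% = receptor in buffer alone and 100% = receptor with positive control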
SIAE inh: human SIAE inhibition, primary screen. inhibition, % at 9.66 µM. Q9HAT2. 370,000 tested, 0.69% active. SIAE FP-Rh probe binding, fluorescence polarization;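 active = inhibition above a cutoff: mean of compounds within the control limits plus 3 SD of those, cut at about 17% in these data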;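 note: 0% = plate median of compound wells and 100% = probe without SIAE protein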
PG9 binder: PG9 antibody binding by small molecule. TR-FRET gp120-PG9 antibody binding. inhibition, % at 6.7 µM. 360,000 tested, 0.43% active. AID 624416; in the data active = inhibition above about 8.5%
HTRA1 inh: HTRA1 (human) protease inhibition; Q92743; 340,000 tested, 0.5% active; recombinant HTRA1, FP-rhodamine activity-based probe, fluorescence polarization; inhibition, % at 5.96 µM; in the data active = inhibition above about 36%;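 note: 0% = enzyme with DMSO and 100% = wells lacking enzyme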
UHRF1 MBD2 ctr: UHRF1 methyl-DNA binding inhibition; Q96T88; UHRF1 binding to methylated oligo, TR-FRET; inhibition, % at 4.4 µM; 370,000 tested, 0.75% active; AID 687016; in the data active = inhibition above about 21%;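 note: UHRF1 SRA domain binding a hemimethylated CpG hairpin DNA probe; 0% = median of test compound wells and 100% = reference inhibitor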
Target sequence (Q96T88 whole entry, looked up, the tested form may be a part): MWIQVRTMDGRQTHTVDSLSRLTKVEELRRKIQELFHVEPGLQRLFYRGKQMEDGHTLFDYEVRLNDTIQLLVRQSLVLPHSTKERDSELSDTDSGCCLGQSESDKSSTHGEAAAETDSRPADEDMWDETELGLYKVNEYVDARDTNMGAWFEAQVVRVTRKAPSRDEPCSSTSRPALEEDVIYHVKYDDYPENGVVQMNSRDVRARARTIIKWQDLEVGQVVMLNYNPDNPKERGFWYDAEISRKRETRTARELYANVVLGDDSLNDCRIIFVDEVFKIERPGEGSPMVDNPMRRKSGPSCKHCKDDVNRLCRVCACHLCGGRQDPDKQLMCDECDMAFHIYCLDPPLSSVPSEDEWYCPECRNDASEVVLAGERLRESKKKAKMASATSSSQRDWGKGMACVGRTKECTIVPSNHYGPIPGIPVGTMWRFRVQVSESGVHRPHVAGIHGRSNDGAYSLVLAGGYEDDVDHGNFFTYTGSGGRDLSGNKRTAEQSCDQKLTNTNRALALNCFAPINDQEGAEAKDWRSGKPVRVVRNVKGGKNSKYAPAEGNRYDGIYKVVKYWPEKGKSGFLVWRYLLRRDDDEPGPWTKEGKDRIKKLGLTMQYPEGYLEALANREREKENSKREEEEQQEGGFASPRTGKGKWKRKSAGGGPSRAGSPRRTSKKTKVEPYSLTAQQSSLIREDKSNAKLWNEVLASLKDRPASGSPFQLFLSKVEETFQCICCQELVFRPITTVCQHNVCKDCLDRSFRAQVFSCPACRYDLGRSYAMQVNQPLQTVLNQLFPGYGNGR
LEDGF integ inh: blocks HIV-1 LEDGF/p75-dependent DNA integration | TR-FRET IN-LEDGF/p75 DNA integration, Eu/Cy5 | inhibition, % at 3.7 µM | 370,000 tested, 0.64% active | AID 743269;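 active = inhibition above the screen-wide mean plus 3 SD, cut at about 13% in these data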;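 note: signal is the Cy5 over europium emission ratio at 671 and 618 nm; 0% = plate median of compound wells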
DDE Tn7 FP inh: inhibitors of Tn7 peptide binding to human fibrin DD(E); P02675; inhibition, % at 8.3 µM; AID 720508; FP displacement of FITC-Tn7 peptide from fibrin DD(E); 0% = median of compound wells per plate; 370,000 tested, 0.13% active;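 active = inhibition above the mean of compounds falling within the control limits plus 3 SD of them, cut at about 14% in these data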;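 note: 0% = plate median of compound wells and 100% = 10 µM Aha-Tn7 peptide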
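System: human fibrin DD(E); quantity: Fibrin-DD(E) at 2 µM final; also added: fluorescent Tn7 probe at 0.1 µM; compound dosing: single nominal test concentration of 8.3 µM per compound; schedule: 10 min preincubation, 3 h with tracer, room temperature; detection: fluorescence polarization of the labelled Tn7 tracer; repeats: one replicate per compound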
The depositor's hits bear a star; nt = not tested or not shown.

SMILES	PRMT1 FP inh	mABHD4 FP	TDP2 absorb	TCR CD3 inh	SIAE inh	PG9 binder	HTRA1 inh	UHRF1 MBD2 ctr	LEDGF integ inh	DDE Tn7 FP inh
CC1CCN(C(=O)c2ccc(-c3ccccc3Cl)o2)CC1	0	4	6	8	0	1.8	-26	1	-1	6
O=C(NCc1ccncc1)c1cc2ccccc2nc1Cl	-8	-8	-4	3	3	1.4	2	1	4	1
CC(=O)Nc1cccc(NC(=O)CSc2ccc(-c3ccco3)nn2)c1	16	-1	1	9	7	0.6	3	-3	3	8
Cc1cc2ncn(-c3ncccc3[N+](=O)[O-])c2cc1C	14	2	-9	5	5	-1.1	-6	-4	5	-2
Cc1ccccc1NC(=O)c1ccc(-c2ccc(Cl)cc2Cl)o1	2	-33	6	-9	-31	2.8	-68	10	0	1
O=C(Nc1ccc2c(c1)OCCO2)c1ccc(Cl)c(Cl)c1	-1	-4	-14	4	3	-0.3	-13	-4	-1	4
CCCCOc1ccc(NS(=O)(=O)c2ccc(-n3cnnn3)cc2)cc1	4	-8	-10	1	-2	0.1	-8	5	-3	5
COc1ccccc1C(=O)NCC(=O)OCC(=O)Nc1cccc(S(=O)(=O)N2CCCCCC2)c1	-1	-2	-2	1	0	-0.7	-9	-2	-1	-1
O=[N+]([O-])c1csc2ccccc12	3	4	9	6	1	1.7	-1	1	-4	2
Cc1[nH]c2ccccc2c1C(=O)CN1CCCC1	0	0	1	2	-3	0.0	-1	-2	-2	4
CC(C)COc1ccc(C(=O)N/C(=C/c2cccc([N+](=O)[O-])c2)C(=O)O)cc1	1	0	9	7	-1	-0.6	-3	1	5	-6
Cc1ccccc1-n1nc2c(c1NC(=O)c1ccc(S(=O)(=O)N(C)C)cc1)CSC2	3	-46	-5	0	-44	-2.6	-25	17	8	2
COc1ccc(CCNC(=O)COC(=O)c2cnccn2)cc1	-1	-1	7	-3	4	1.1	-8	2	1	-1
CCC(=O)NC(Nc1cc(C)cc(C)n1)(C(F)(F)F)C(F)(F)F	-1	0	1	7	-4	-0.5	2	7	-1	7
O=C(/C=C\c1ccccc1)Nc1ccc(NC(=O)c2ccco2)cc1	-6	-5	-4	-1	5	-2.5	-2	2	4	0
COc1cc(C(=O)COC(=O)C2CCN(c3ccc(C(F)(F)F)cn3)CC2)ccc1OC(F)F	-1	-13	11	-2	0	-1.1	-7	-2	-4	2
CN(C)S(=O)(=O)c1ccc(Cl)c(NC(=O)CSc2nnnn2-c2ccc(O)cc2)c1	-2	-2	-8	4	2	-0.8	-5	0	-6	4
Cc1ccc(NC(=O)CCC(=O)NNC(=O)NC23CC4CC(CC(C4)C2)C3)cc1C	2	2	-8	-7	-1	0.9	-3	1	-6	-7
COc1ccc(-c2cc(=O)[nH]c(NCc3ccccc3)n2)cc1	2	-10	-5	3	-2	-0.2	-26	-3	2	4
Cc1cc(=O)n2nc(N3CCCC(C(=O)N4CCOCC4)C3)sc2n1 (centres undefined)	0	3	3	0	-3	0.9	5	4	-2	0
COc1cccc(NC(=O)COC(=O)c2ccco2)c1	-3	-5	-11	4	2	0.0	-1	-2	-3	2
CN(C)S(=O)(=O)c1ccc2nnn(OCC(=O)NC34CC5CC(CC(C5)C3)C4)c2c1	3	0	5	-3	-1	1.1	0	6	4	4
CCO[C@@H]1OC(C(=O)N2CCN(Cc3ccc4c(c3)OCO4)CC2)=C[C@H](C)[C@H]1CCCO	-1	-4	4	4	-8	0.8	-1	-3	-1	4
O=C1CC2CS(=O)(=O)CC2N1c1ccc(Cl)cc1Cl (centres undefined)	-3	-1	-9	0	-1	-0.5	-3	0	2	0
CCC(C)(C)n1nnnc1CN1CCN(C(c2ccccc2)c2ccccc2)CC1	3	-9	-10	1	-1	0.9	-23	6	-1	0

Compound profiles, from the list above. Order of values: PRMT1 FP inh	mABHD4 FP	TDP2 absorb	TCR CD3 inh	SIAE inh	PG9 binder	HTRA1 inh	UHRF1 MBD2 ctr	LEDGF integ inh	DDE Tn7 FP inh
Shown for Cc1cc(=O)n2nc(N3CCCC(C(=O)N4CCOCC4)C3)sc2n1 (centres undefined) → 0	3	3	0	-3	0.9	5	4	-2	0
Shown for Cc1cc2ncn(-c3ncccc3[N+](=O)[O-])c2cc1C → 14	2	-9	5	5	-1.1	-6	-4	5	-2
Shown for COc1ccc(-c2cc(=O)[nH]c(NCc3ccccc3)n2)cc1 → 2	-10	-5	3	-2	-0.2	-26	-3	2	4
Shown for O=C(NCc1ccncc1)c1cc2ccccc2nc1Cl → -8	-8	-4	3	3	1.4	2	1	4	1
Shown for O=[N+]([O-])c1csc2ccccc12 → 3	4	9	6	1	1.7	-1	1	-4	2

The listing continues:
SMILES	PRMT1 FP inh	mABHD4 FP	TDP2 absorb	TCR CD3 inh	SIAE inh	PG9 binder	HTRA1 inh	UHRF1 MBD2 ctr	LEDGF integ inh	DDE Tn7 FP inh
CCN(C[C@H]1N[C@@](Cc2ccccc2)(C(=O)OC)[C@H]2C(=O)N(C)C(=O)[C@@H]12)C(=O)Nc1ccc(C)cc1	0	0	5	0	0	-0.9	5	-1	-3	7
COc1ccc(OCCOC(=O)CNC(=O)c2ccc(C)cc2)cc1	2	-1	-1	1	-2	-0.9	-2	0	0	-5
O=C(/C=C(\Nc1cc(Cl)c(F)c(Cl)c1)c1ccccc1)c1ccccc1	0	-4	0	-12	2	0.0	nt	2	1	6
O=C(CC(=O)N/N=C/c1ccc(Cl)cc1Cl)NCc1ccccc1	-1	1	5	3	-6	0.1	2	-2	2	6
COc1ccc2oc(C)c(C(=O)c3ccccc3)c2c1	-6	0	10	-2	1	-2.2	13	3	3	2
CCOc1ccc(CCNC(=O)Cc2ccc(NC(=O)C3=C(C)OCCS3)cc2)cc1	2	0	-5	5	19*	-2.1	0	1	1	7
CCN(C(=O)c1cc(Cl)ccc1OC)c1ccccc1C	0	-1	3	-2	4	0.2	8	2	-1	-4
CCCCc1ccc(NC(=S)NCc2ccccc2OC)cc1	0	-3	3	10	4	-2.2	8	0	0	7
Cc1cccc(CN2CCN(c3nc4nonc4nc3NC3CC3)CC2=O)c1	5	-7	-7	-4	-21	-1.9	-1	5	-3	-1
CN(C)P(=O)(Nc1cccc2ccccc12)Nc1cccc2ccccc12	-1	-5	1	-2	2	-0.7	-6	-6	-13	0
C=CCOCCN(C)C1=NS(=O)(=O)c2cc([N+](=O)[O-])ccc21	0	-3	9	7	2	-1.7	0	1	1	-2
CCOc1ccc(NC(=O)NNC(=O)c2cccnc2)cc1	3	2	-4	-8	9	-0.6	0	0	-3	-1
Cc1nc2nc(SCC(N)=O)[nH]c2cc1Br	-1	12	9	2	-1	-3.2	-3	0	-1	7
S=c1[nH]nc(COc2ccc3ccccc3c2)o1	1	-4	6	5	0	2.5	-1	1	-2	8
Cc1cccc(OCC(O)CN2C(C)(C)CC(O)CC2(C)C)c1C (centres undefined)	6	-9	2	-8	16	1.4	1	5	3	6
COc1ccc(S(=O)(=O)NC2CCc3ccccc32)cc1OC (centres undefined)	3	-7	-16	-6	-5	0.5	-3	2	-5	8
CCOc1ccc(C(=O)OCC(=O)NCCCc2ccccc2)cc1	-3	-9	12	4	0	0.8	-2	-1	1	9
COc1cc(C(=O)N(Cc2ccco2)Cc2cc3ccccc3[nH]c2=O)cc(OC)c1OC	1	-6	0	-5	-2	-2.2	-7	4	6	-6
O=C1CSC(c2cn(-c3ccccc3)nc2-c2cccs2)N1CC1CCCO1 (centres undefined)	0	0	-3	-2	-8	1.6	-32	5	2	2
Cc1c(N)c(C(C)(C)C)cc(C(C)(C)C)c1[N+](=O)[O-]	-3	-15	2	-2	-3	-0.7	-12	-4	2	-1
COCCNC(=O)CS(=O)(=O)Cc1nc(-c2ccc(C)cc2)oc1C	0	13	7	-1	-8	-2.9	4	-1	0	0
Cc1cc2c(cc1S(N)(=O)=O)S(=O)(=O)CCC2	1	-1	1	6	-8	-1.2	3	-1	2	-10
Cc1cc(=O)oc2cc(OC(C)C(=O)N3CCCc4ccccc43)ccc12 (centres undefined)	1	0	-6	-7	-5	-1.3	-8	-1	-2	-1
NC(=O)c1ccc(OCC(=O)N2CCNC2=O)cc1	4	1	4	1	-5	1.5	-3	0	-6	3
COc1ccc(-c2c(C(C)=O)c(C)nc3sc4c(=O)[nH]nnc4c23)cc1	0	12	7	1	0	-1.2	-3	0	2	1
CCOC(=O)Cc1c(C)nc2c(-c3ccc(Cl)cc3)c[nH]n2c1=O	1	1	-3	1	2	0.8	7	-3	-3	-4
Cc1c(Cl)ccc2c1NC(=O)[C@]21N[C@@H](CCC(N)=O)[C@H]2C(=O)N(c3ccc(F)cc3)C(=O)[C@H]21	3	0	6	-1	-4	-1.2	-3	2	4	3
O=C(CCN1CCCCC1)Nc1ccc(F)c(F)c1	0	6	4	7	-7	0.7	2	-1	-3	5

2 compounds from above, reduced to UHRF1 MBD2 ctr and PRMT1 FP inh.
canonical_smiles | UHRF1 MBD2 ctr | PRMT1 FP inh
NC(=O)c1ccc(OCC(=O)N2CCNC2=O)cc1 | 0 | 4
COc1ccc(-c2c(C(C)=O)c(C)nc3sc4c(=O)[nH]nnc4c23)cc1 | 0 | 0

Assay outcomes as filed in PubChem BioAssay.
